High-throughput results from PubChem.
tim10-1 inh: tim10-1 yeast growth inhibition. S. cerevisiae tim10-1 ts strain growth, BacTiter-Glo, 24 h. inhibition, % at 20 µM. 2.2% of 330,000 active. AID 463190;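 active means inhibition of at least 40%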;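 further: mutant grown at 25 °C; 0% = DMSO wells with yeast and 100% = wells holding no yeast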
Jurkat NFkB inh: lowers PMA/ionomycin-induced NF-kB signal in Jurkat cells. inhibition, % at 4 µM. PMA/ionomycin-induced NF-kB luciferase reporter, luminescence. AID 435003. 0.53% of 330,000 active; in the data active means inhibition above about 50%
UPR CHOP act: activators of apoptotic arm of unfolded protein response (CHOP) | AID 449763 | activation, % at 10 µM | CHO-CHOP luciferase reporter, UPR activation, luminescence; percent of tunicamycin response over DMSO baseline | 0.34% of 330,000 active;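 active means at 10 µM dose, activation of 40% or more, normalized to positive control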;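 further: 100% = tunicamycin at 10 µg/mL and 0% = DMSO alone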
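Evaluation: % reporter activation, DMSO baseline versus tunicamycin full activation; System: CHO-CHOP luciferase reporter cell line; Input: 500 cells/well; Incubation: 6 h compound treatment, 37 °C; Measured by: Steady-Glo luciferase luminescence; Dosing: one dose, 10 µM in 0.5% DMSO; Buffer or medium: F12 medium, 10% FBS; Benchmarks: positive tunicamycin 10 µg/mL, negative DMSO alone.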
tim23-1 inh: inhibits growth of tim23-1 mutant yeast. inhibition, % at 20 µM. S. cerevisiae tim23-1 growth, BacTiter-Glo luminescence, 24 h. 1.3% of 330,000 active;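 active means growth inhibition of the mutant yeast at or above 50%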;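 further: temperature-sensitive mutant grown at 25 °C; plate controls were DMSO-treated mutant yeast for no effect and medium wells lacking yeast for full effect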
TIM10 inh: growth inhibitors of TIM10 yeast strain; S. cerevisiae TIM10 strain growth, BacTiter-Glo luminescence, 24 h; inhibition, % at 10 µM; 1.4% of 330,000 active;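 active means inhibition of 40% or more at the single tested concentration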;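 further: wild-type TIM10 isogenic control strain grown at permissive 25 °C; 0% = DMSO yeast wells and 100% = minimal medium wells without yeast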
697 NFkB inh: lowers PMA/ionomycin-induced NF-kB signal in 697 B cells; 697 B-cell NF-kB luciferase reporter, 16 h; inhibition, % at 4 µM; 0.33% of 330,000 active; AID 435022; in the data active means inhibition above about 35%
UPR XBP1 act: activators of adaptive arm of unfolded protein response (XBP1). CHO-XBP1 luciferase reporter, IRE1-XBP1 UPR activation, luminescence; percent of tunicamycin response, DMSO as zero. activation, % at 20 µM. 0.33% of 330,000 active. AID 463104;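 active means versus positive control, 20 µM dose yields 30% or more activation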;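 further: 100% = tunicamycin at 10 µg/mL and 0% = DMSO only wells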
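incubation = overnight seeding at 37 °C, 6 h compound treatment at 37 °C | assay system = CHO-XBP1 cells stably carrying IRE1-XBP1-driven luciferase reporter | input = 1000 cells per well | detection = luciferase luminescence | dosing = single point, 20 µM final compound, 1% DMSO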
Mdm2 MdmX PPI: disrupts the human Mdm2-MdmX interaction; O15151+Q00987; SaOS-2 split-luciferase Mdm2/MdmX complementation, luminescence; inhibition, % at 8 µM; 3% of 330,000 active; AID 485346;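 active means inhibition of at least 50% at 8 µM in the primary screen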
Target sequence (O15151 whole entry, looked up): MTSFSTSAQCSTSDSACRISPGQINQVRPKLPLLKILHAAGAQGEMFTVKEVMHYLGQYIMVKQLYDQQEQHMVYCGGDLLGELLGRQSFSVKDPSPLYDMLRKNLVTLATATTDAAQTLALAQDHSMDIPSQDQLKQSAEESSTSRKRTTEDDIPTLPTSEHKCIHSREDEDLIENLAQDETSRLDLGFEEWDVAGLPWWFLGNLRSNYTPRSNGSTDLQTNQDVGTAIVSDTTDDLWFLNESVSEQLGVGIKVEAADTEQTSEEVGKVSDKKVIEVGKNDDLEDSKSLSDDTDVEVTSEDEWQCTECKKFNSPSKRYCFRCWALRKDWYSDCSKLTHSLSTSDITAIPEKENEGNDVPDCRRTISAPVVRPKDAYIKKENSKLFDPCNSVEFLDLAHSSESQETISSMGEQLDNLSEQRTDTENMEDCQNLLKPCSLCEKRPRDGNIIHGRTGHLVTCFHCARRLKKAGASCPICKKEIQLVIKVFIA
Target sequence (Q00987 whole entry, looked up): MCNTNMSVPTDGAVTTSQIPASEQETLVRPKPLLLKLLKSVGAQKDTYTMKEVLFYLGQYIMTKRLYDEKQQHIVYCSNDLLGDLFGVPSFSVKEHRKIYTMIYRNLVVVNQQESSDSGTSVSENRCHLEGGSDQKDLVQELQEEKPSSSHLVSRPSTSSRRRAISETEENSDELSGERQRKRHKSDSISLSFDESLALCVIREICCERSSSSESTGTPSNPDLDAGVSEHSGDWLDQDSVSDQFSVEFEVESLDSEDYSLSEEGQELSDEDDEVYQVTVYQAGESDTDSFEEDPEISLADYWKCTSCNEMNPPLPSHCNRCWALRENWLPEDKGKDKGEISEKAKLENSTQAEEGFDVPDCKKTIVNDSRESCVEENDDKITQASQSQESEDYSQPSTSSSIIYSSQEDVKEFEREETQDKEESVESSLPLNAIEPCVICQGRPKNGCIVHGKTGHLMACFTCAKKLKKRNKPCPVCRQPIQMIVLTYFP
Starred values were filed as active, the others as inactive.

Molecule,Mdm2 MdmX PPI,Jurkat NFkB inh,tim23-1 inh,UPR CHOP act,UPR XBP1 act,tim10-1 inh,TIM10 inh,697 NFkB inh
Cc1ccc(C(C(=O)NC(C)(C)C)N(CC2CCCO2)C(=O)CCC(=O)Nc2ccccn2)cc1 (centres undefined),22,-6,16,-0.3,-2,8,-6,17
CCOC(=O)c1nc(NCCc2ccccc2)sc1C,-61,-43,49,0.9,4,8,29,-30
NS(=O)(=O)c1cccc(NC(=O)CSc2nnc(C3CC3)n2C2CC2)c1,-7,11,7,1.1,-1,8,1,13
CCOc1ccc(C(=O)NCC(=O)OCc2c(C)noc2C)cc1,-5,3,-10,2.4,0,10,-6,1
CCCn1c(SCC(=O)c2cc(OC)ccc2OC)nnc1C(C)C,-18,-14,21,-0.5,3,34,18,-27
CC(C)N(C(=O)COC(=O)c1cncc(Br)c1)C(C)C,-5,-11,17,1.6,0,19,-7,-1
C=C1c2c(Cl)ccc(O)c2C(O)=C2C(=O)[C@]3(O)C(O)=C(C(N)=O)C(=O)[C@@H](N(C)C)[C@@H]3[C@@H](O)C12 (some centres undefined),15,13,4,9.8,-5,6,-2,12
O=C(NCc1ccc(Cl)cc1)C(=O)NCC1OCCN1C(=O)c1cccs1 (centres undefined),13,14,5,5.0,-1,12,9,-21
COc1ccc(-c2csc(NC(=O)CSCC(=O)Nc3cc(C)on3)n2)c(OC)c1,6,3,-9,-0.2,3,1,-3,15
O=C(COC(=O)[C@@H]1CCCN1C(=O)c1cccs1)Nc1cccc(Cl)c1,-19,1,37,0.4,-1,11,17,-6
O=C(c1ccccc1Cl)N(Cc1ccc(Br)cc1)N1C(=O)CCC1=O,2,5,11,-3.2,-4,5,7,9
COc1cc(/C=C2\C(=N)N3N=C(CC(=O)N4CCOCC4)SC3=NC2=O)cc(OC)c1OC,-1,-6,4,1.3,-2,-1,12,-33
CCCn1c(-c2ccc[nH]c2=O)nc2cc(C)c(C)cc21,-10,-31,12,11,-2,13,0,-24
COc1ccc(CNC(=O)CN2C(=O)C(C)N(c3ccc(C)cc3)C2=O)cc1 (centres undefined),-11,14,-3,2.0,4,-16,-2,-1
COc1cccc(N2CCN(S(=O)(=O)c3ccc4c(c3)CC(C)N4C(=O)C3CC3)CC2)c1 (centres undefined),23,18,44,-0.8,-5,35,32,14
COC(=O)c1nn(-c2cccc(C)c2)c2nnc(Cc3ccc(C)cc3)c(=O)n12,13,2,-1,-0.3,-2,-21,-19,10
Cc1cc(C)n(CC(=O)N/N=C/c2ccc(C)o2)n1,19,12,2,-0.4,-1,-1,1,10
CCOc1ccc(N=C2NC(=O)SC2CC(=O)OC)cc1 (centres undefined),12,-7,12,3.0,-2,16,19,-1
Cc1ccc(Cl)c(OC(=O)c2nn(C(C)C)c(=O)c3ccccc23)c1,8,3,24,1.7,-1,-30,17,14
O=[N+]([O-])c1ccc(-c2csc(N3CCc4ccccc4C3)n2)cc1,9,4,27,-1.3,-2,18,20,4
Cc1ccc2nc(/C(C#N)=C\c3cc(C)n(-c4cccc([N+](=O)[O-])c4)c3C)[nH]c2c1,33,-10,20,0.8,2,5,6,9
N/C(=N\OC(=O)c1cccc2ccccc12)c1cccnc1,48,-51,26,3.7,6,62*,34,-57
O=C(c1cc(-c2ccccc2)nc2ccccc12)N1CCCC1,-24,-6,23,3.0,4,0,9,16
CCN1CCN(C(CC(C)C)c2nnnn2CS(=O)(=O)c2ccc(C)cc2)CC1 (centres undefined),12,8,12,1.3,3,-4,2,18
COc1ccc(-c2csc(C)n2)cc1OC,4,-11,-4,-0.8,-1,14,-15,-22
COc1ccc(-c2onc(C)c2-c2ccc(C(=O)OC(C)C)o2)c(O)c1,36,4,21,-1.3,-2,31,22,6
O=[N+]([O-])c1ccc(N2CCOCC2)cc1NCCCO,-16,-25,8,-1.2,-5,9,6,-7
O=C(Oc1ccc(-n2cnnn2)cc1)c1ccco1,-2,-6,13,-1.6,-3,19,3,-28
CCc1nnc(NC(=O)CCC(=O)N2CCN(Cc3cc(F)ccc3OC)CC2)s1,10,5,11,-1.4,9,9,10,23
Cc1cc(C)n(CCNC(=O)c2ccco2)n1,13,13,-3,0.0,-1,-19,-10,13
CCC1(CC)NC(=O)N(CC(=O)OCC(=O)Nc2cc(C)ccc2C)C1=O,17,-6,14,0.9,-1,15,-22,-14
CCN(CC)Cc1cc(C(=O)O)c(C)o1,14,-8,-3,-1.2,-1,-4,14,4
Oc1cccc(NC(=S)Nc2cccnc2)c1,11,-1,3,1.3,-1,25,6,-5
CCSc1cnc(-c2ccccc2)n1CC,2,-8,17,3.1,5,19,19,-1
CN(C)/N=C/c1cn(-c2ccccc2)nc1-c1cccnc1,-5,-13,50*,-0.7,-3,-6,13,12
CCOC(=O)N1CCC(NC(=O)C2CCN(S(=O)(=O)c3cccc4cccnc34)CC2)CC1,-1,6,-3,-2.5,-3,-26,7,-6
COC(=O)c1ccccc1OCCN1CCCCCC1,7,3,-4,-0.1,-1,2,6,5
CC(C)c1ccc(N=Cc2c(O)c3ccccc3oc2=O)cc1,19,9,7,9.4,13,-22,-6,-49
COc1cccc(-c2nc(CS(=O)(=O)CC(=O)NC3CCCc4ccccc43)c(C)o2)c1 (centres undefined),22,-14,34,-1.3,0,24,10,-20
COc1ccc2[nH]c(=O)c(CN(C(=O)c3cccnc3)c3ccc(C)c(C)c3)cc2c1,21,-3,-3,-1.4,-2,-3,-9,23

A different layout for part of the listing above:
Screens in order: Mdm2 MdmX PPI, Jurkat NFkB inh, tim23-1 inh, UPR CHOP act, UPR XBP1 act, tim10-1 inh, TIM10 inh, 697 NFkB inh
CCC1(CC)NC(=O)N(CC(=O)OCC(=O)Nc2cc(C)ccc2C)C1=O
  17, -6, 14, 0.9, -1, 15, -22, -14
CCN(CC)Cc1cc(C(=O)O)c(C)o1
  14, -8, -3, -1.2, -1, -4, 14, 4
Oc1cccc(NC(=S)Nc2cccnc2)c1
  11, -1, 3, 1.3, -1, 25, 6, -5
CCSc1cnc(-c2ccccc2)n1CC
  2, -8, 17, 3.1, 5, 19, 19, -1
CN(C)/N=C/c1cn(-c2ccccc2)nc1-c1cccnc1
  -5, -13, 50*, -0.7, -3, -6, 13, 12

More results.
Molecule,Mdm2 MdmX PPI,Jurkat NFkB inh,tim23-1 inh,UPR CHOP act,UPR XBP1 act,tim10-1 inh,TIM10 inh,697 NFkB inh
O=c1c2ccccc2[nH]c(=S)n1CC1CCCO1 (centres undefined),27,-3,4,-1.4,2,7,-7,9
CCN(CC(=O)Nc1ccc(OC)cc1)C(=O)c1cc2c(s1)CCCCC2,15,-1,41,1.1,2,26,24,-30
COc1cccc2c1C(CO)N1C(C#N)C3CC(C(=O)O)C(C1C2)N3C (centres undefined),100*,97*,-4,-3.0,-4,-19,-5,104*
O=C(NCc1ccco1)C(c1ccncc1)N(CCC1=CCCCC1)C(=O)Cn1nnc2ccccc21 (centres undefined),6,1,0,-2.3,-3,-8,-18,8
CCCC(=O)Nc1cccc(-c2cn3ccsc3n2)c1,10,-20,8,7.1,0,12,5,10
Nc1ccc(-c2nnc(-c3ccccc3)o2)cc1,-54,-117,0,0.5,-6,-11,9,-120
CCN(CC(=O)NCc1cccs1)C(=O)c1ccc(OC)c(OC)c1,16,-8,-20,2.1,-1,-10,-10,11
CCCCCCc1cc2cc(S(=O)(=O)c3ccc(F)c(Cl)c3)c(=O)oc2cc1O,98*,27,8,0.5,2,10,-22,-19
COc1ccccc1N1CCN(C(=O)c2cc3c(s2)CCCCC3)CC1,9,40,48,0.9,-4,35,27,-12
CC(=O)Nc1ccc(NC(=S)NC(=O)/C=C/c2ccccc2)cc1,10,-14,-9,-1.7,-2,27,-5,-53
COc1cccc(CNC(=O)CSc2nnc3c(n2)[nH]c2ccc(F)cc23)c1,27,15,-9,0.3,6,-4,-12,10
CCN(CC(=O)Nc1ccc(NC(C)=O)cc1)C(=O)c1cccc(S(=O)(=O)N2c3ccccc3CC2C)c1 (centres undefined),-8,-7,11,0.5,-3,3,6,12
CCCCNC(=O)OCCSCCS(=O)(=O)c1ccc(Cl)cc1,-3,5,18,-1.2,0,11,15,-13
Cc1ccc(-c2noc(CCCC(=O)NC3CCCC3)n2)cc1,-13,21,11,-0.2,-7,3,13,10
COc1cccc(/C=C2\SC(=S)N(CCC(=O)Nc3ccc(O)cc3)C2=O)c1,21,-5,16,5.7,-1,23,-1,-5
CCC(C)(C)n1nnnc1CN(Cc1ccco1)Cc1cc2cc3c(cc2[nH]c1=O)OCO3,47,-4,14,4.2,-3,5,4,4
O=C(Nc1nsc(-c2ccccc2)n1)c1ccncc1,25,-10,23,3.2,1,15,-1,-7
Cc1cc(C)c(C#N)c(N2CCSCC2)n1,3,-10,0,0.2,-1,-11,-18,-24
CC(C)N(C(=O)CSc1nnc(NC(=O)Cc2cccs2)s1)C(C)C,-13,-22,16,-1.8,-2,14,2,18
COC(=O)/C=C/c1ccsc1NC(C)=O,4,-9,9,1.4,0,14,0,10
COc1cc2ccnc(Cc3cccc(OC)c3OC)c2cc1OC,15,22,4,-0.4,6,8,8,-30
O=C(O)C1CCCN1c1ncccn1 (centres undefined),-1,-12,9,-0.1,0,-8,0,-2
CN(C)/C=C/C(=O)c1ccc(N2CCN(c3ncc(C(F)(F)F)cc3Cl)CC2)cc1,92*,23,41,-0.7,-7,21,17,-27
Cc1ccc(/C=N/NC(=O)Cn2cnc3c2c(=O)n(C)c(=O)n3C)s1,-3,9,3,-0.4,-3,12,9,8
O=C1CNC(=O)/C1=C/c1ccccc1,-2,5,-3,-2.4,0,6,0,-5
COc1ccc(C(=O)Nc2ccc(NC(=O)c3cccc(OC)c3)cn2)cc1,-15,5,-7,-0.2,-2,-16,-3,4
CN(CCc1ccccn1)C(=S)NC(=O)c1ccco1,6,4,-4,-1.3,-1,12,8,0
CCc1sc(C(=O)NCCCn2ccnc2)cc1Br,15,1,-4,1.9,0,-12,7,-11
COc1ccccc1CC1(C)NC(=O)N(CC(=O)N2CC(C)OC(C)C2)C1=O (centres undefined),-2,-8,13,0.6,-1,7,1,15
COc1ccc(-c2cc(C(=O)NC3CC3)c3ccccc3n2)cc1,31,2,37,1.9,1,31,1,17
Cc1ccc(S(=O)(=O)CCC(=O)OCC(=O)N2CCN(c3ccccc3)CC2)cc1,11,2,-7,0.1,-2,6,2,23
N#Cc1cccc(Cn2nnc(-c3ccccc3)n2)c1,6,-2,21,1.3,1,19,22,11
CCN(C(=O)COC(=O)c1cncc(Br)c1)C1CCS(=O)(=O)C1 (centres undefined),8,12,-4,-3.0,-2,-3,10,6
S=C(NCc1ccco1)NCc1ccccc1Cl,-4,18,21,2.4,-2,29,12,-5
CCCC(=O)NC(Nc1ccccc1OC)C(Cl)(Cl)Cl (centres undefined),4,4,26,-2.8,-2,20,24,20
O=c1c(C/C=C/c2ccccc2)c(O)ccn1Cc1ccc(Cl)cc1Cl,1,4,19,1.2,-8,4,0,-3
O=C(/C=C/c1ccccc1Cl)OCC(=O)N1CCCC1,-40,-14,7,0.3,0,21,-9,-23
CCCN1CCN(CCCNC(=O)Cn2nc(-c3ccccc3)ccc2=O)CC1,7,6,-7,-1.8,0,-13,-4,7
O=C(COC(=O)Cn1cnc2ccccc21)NCCc1ccccc1,-8,-15,-1,-0.7,-4,10,-13,14
